Compound activity from PubChem BioAssay.
HDAC3 inh = human HDAC3 inhibition; O15379; recombinant HDAC3, fluorogenic peptide/trypsin coupled, fluorescence; inhibition, % at 8.3 µM; actives 0.15% (n = 320,000); in the data active = inhibition above about 26%, passing the limit was not always enough
Target sequence (O15379 whole entry, looked up): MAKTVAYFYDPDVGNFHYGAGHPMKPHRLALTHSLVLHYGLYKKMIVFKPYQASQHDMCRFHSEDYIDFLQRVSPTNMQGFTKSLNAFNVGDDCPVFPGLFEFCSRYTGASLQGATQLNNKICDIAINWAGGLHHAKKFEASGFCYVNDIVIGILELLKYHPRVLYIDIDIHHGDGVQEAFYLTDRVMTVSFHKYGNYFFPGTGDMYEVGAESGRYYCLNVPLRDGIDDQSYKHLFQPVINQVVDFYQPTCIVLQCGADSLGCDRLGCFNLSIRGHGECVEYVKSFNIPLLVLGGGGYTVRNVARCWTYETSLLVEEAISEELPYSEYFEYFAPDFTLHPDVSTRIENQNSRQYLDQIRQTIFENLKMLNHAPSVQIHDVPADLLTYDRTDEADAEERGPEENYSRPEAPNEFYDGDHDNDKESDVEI
Dyrk1A ADPGlo = blocks rat Dyrk1A kinase activity. actives 0.43% (n = 310,000). ADP-Glo luminescence, NFATc1 peptide. inhibition, % at 12.5 µM. Q63470; in the data active = inhibition above about 50%;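 note: plate controls were vehicle with enzyme for no effect and no enzyme for full effect; many of its hits are not listed in these tables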
GSK3A inh = inhibitors of human GSK-3 alpha kinase. AID 2650. P49840. actives 0.1% (n = 320,000). ADP-Glo luminescence, 60 min. inhibition, % at 10 µM;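 in the data active = inhibition above about 50%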;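 note: GST-tagged GSK-3 alpha with peptide substrate and 25 µM ATP; 0% = DMSO neutral wells and 100% = GW8510 positive control wells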
HSP90 inh = blocks HSP90-mediated luciferase refolding in reticulocyte lysate | Rabbit reticulocyte lysate, luciferase refolding luminescence, 3 h | inhibition, % at 5.6 µM | actives 0.91% (n = 290,000) | AID 1789;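 active = inhibition above the screen-wide mean plus 3 SD, computed separately per campaign, cut at about 16% in these data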;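 note: 0% = DMSO wells and 100% = 60 µM geldanamycin wells; inhibitors lower the luminescence because luciferase stays unfolded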
Active calls of the source: *; / = not tested or not shown. Some of the compounds tested; the hit share may differ from the screen's.

entry	smiles	HDAC3 inh	Dyrk1A ADPGlo
1	COc1cc2ncnc(Nc3cccc(Cl)c3)c2cc1OC	/	/
2	COc1ccccc1N1CCN(CCCN=C2CC(=O)N(C)C(=O)N2C)CC1	/	-1
3	Oc1ccc2c(c1)OCC1(O)Cc3cc(O)c(O)cc3C21 (stereo not given)	/	10
4	C/C=C/C(=O)N(CC)c1ccccc1C	/	-6
5	C=CC[n+]1ccc(/C=C2\C=Cc3cc(C)ccc3N2CC)c2ccccc21	/	8
6	COc1cc([C@@H]2Oc3cc(C4Oc5cc(O)cc(O)c5C(=O)[C@H]4O)ccc3O[C@H]2CO)ccc1O (stereo not given in full)	-2	33
7	CCCCNc1ccc(C(=O)OCCOCCOCCOCCOCCOCCOCCOCCOCCOC)cc1	5	2
8	C[N+]1(C)CCC(=C(c2ccccc2)c2ccccc2)CC1	-1	11
9	N[C@@H](Cc1c[nH]c2ccc(O)cc12)C(=O)O	2	21
10	CC1(C)O[C@H]2CC(=O)OC[C@@]23C1CC(=O)[C@]1(C)C3CC[C@@]2(C)[C@H](c3ccoc3)OC(=O)[C@H]3O[C@]321 (stereo not given in full)	3	-7
11	Oc1cc2c(cc1O)[C@H]1c3ccc(O)c(O)c3OC[C@@]1(O)C2	0	9
12	Cc1c(C(=O)O)c(O)cc2c1C(=O)c1c(O)c([C@@H]3O[C@H](CO)[C@@H](O)[C@H](O)[C@H]3O)c(O)c(O)c1C2=O	10	14
13	NOCC(=O)O	-3	-1
14	COc1cc(-c2oc3cc(O)cc(O)c3c(=O)c2O[C@@H]2O[C@H](COC3O[C@@H](C)[C@H](O)[C@@H](O)[C@H]3O)[C@@H](O)[C@H](O)[C@H]2O)ccc1O (stereo not given in full)	-4	71*
15	COC(=O)C1=CO[C@@H](O[C@@H]2O[C@H](CO)[C@@H](O)[C@H](O)[C@H]2O)C2C1C[C@H](O)[C@@H]2C (stereo not given in full)	-2	6

entry	GSK3A inh	HSP90 inh
1	/	3
2	/	/
3	/	/
4	/	1
5	/	-1
6	10	/
7	-2	/
8	0	/
9	9	/
10	-1	/
11	-2	/
12	2	/
13	-3	/
14	20	/
15	-4	/

Full records, quoted from the list. Order of screens: HDAC3 inh	Dyrk1A ADPGlo	GSK3A inh	HSP90 inh
Profile of `NOCC(=O)O` → -3	-1	-3	/
Profile of `N[C@@H](Cc1c[nH]c2ccc(O)cc12)C(=O)O` → 2	21	9	/

Arranged by the number under Dyrk1A ADPGlo (descending): 5 from the list above
entry	smiles	HDAC3 inh	Dyrk1A ADPGlo
14	COc1cc(-c2oc3cc(O)cc(O)c3c(=O)c2O[C@@H]2O[C@H](COC3O[C@@H](C)[C@H](O)[C@@H](O)[C@H]3O)[C@@H](O)[C@H](O)[C@H]2O)ccc1O (stereo not given in full)	-4	71*
12	Cc1c(C(=O)O)c(O)cc2c1C(=O)c1c(O)c([C@@H]3O[C@H](CO)[C@@H](O)[C@H](O)[C@H]3O)c(O)c(O)c1C2=O	10	14
11	Oc1cc2c(cc1O)[C@H]1c3ccc(O)c(O)c3OC[C@@]1(O)C2	0	9
2	COc1ccccc1N1CCN(CCCN=C2CC(=O)N(C)C(=O)N2C)CC1	/	-1
4	C/C=C/C(=O)N(CC)c1ccccc1C	/	-6

entry	GSK3A inh	HSP90 inh
14	20	/
12	2	/
11	-2	/
2	/	/
4	/	1
